# Screens: PubChem BioAssay, several laboratories
# 5HT1a antag: antagonists of human 5-HT1a serotonin receptor | P08908 | CHO 5-HT1a Ga15 NFAT-bla reporter, antagonist mode | inhibition, % at 10 µM | actives 0.68% (n = 62,000) | AID 612;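 active means inhibition above the mean of all tested compounds plus 3 SD, cut at about 43% in these data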;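 further: receptor stimulated by 5-CT agonist at 100 nM near EC80; beta-lactamase reporter measured by ratiometric fluorescence of a cleavable substrate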
# 5HT1E antag: antagonists of human 5-HT1E serotonin receptor. P28566. actives 0.99% (n = 65,000). AID 571. CHO 5-HT1E Ga15 NFAT-bla reporter, FRET, antagonist. inhibition, % at 6 µM;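 active means inhibition above a set limit, the mean inhibition across every tested compound plus 3 SD, cut at about 29% in these data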;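 further: signal is the 460 over 535 nm emission ratio of beta-lactamase substrate; 0% = agonist plus DMSO wells and 100% = wells without agonist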
# Target sequence (P28566 whole entry, looked up): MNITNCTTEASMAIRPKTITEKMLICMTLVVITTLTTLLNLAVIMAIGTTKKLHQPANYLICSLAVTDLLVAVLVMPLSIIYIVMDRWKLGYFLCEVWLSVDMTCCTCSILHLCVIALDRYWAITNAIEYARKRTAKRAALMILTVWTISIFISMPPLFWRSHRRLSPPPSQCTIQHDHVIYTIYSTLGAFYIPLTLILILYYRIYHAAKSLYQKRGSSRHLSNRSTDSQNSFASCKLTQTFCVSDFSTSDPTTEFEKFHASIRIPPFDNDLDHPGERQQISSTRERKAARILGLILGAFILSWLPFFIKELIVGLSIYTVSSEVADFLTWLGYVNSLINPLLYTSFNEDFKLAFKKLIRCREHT
# HTR1A agonist: 5-HT1a (human) receptor agonism; AID 567; P08908; CHO 5-HT1a Ga15 NFAT-bla reporter, FRET ratio; 0% basal, 100% maximal reference agonist; activation, % at 10 µM; actives 0.56% (n = 65,000);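 active means activation above the screen-wide mean activation plus 3 SD, cut at about 19% in these data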;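 further: 0% = DMSO wells and 100% = 5-CT at EC100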
# M1 ag: agonists of M1 muscarinic receptor. CHO-M1 cells, Fluo-4 calcium fluorescence, agonist mode; hits give high values. B-score at 10 µM. actives 3% (n = 64,000). AID 626;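 active means fluorescence rise, raw or as B-score row- and column-corrected plate score, outside the 99.7% band of its plate's samples, either direction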
# S1P1 ag-PAM: agonists and agonism potentiators of human S1P1 receptor | S1P1 CRE-bla cells, forskolin, beta-lactamase FRET, potentiator mode; S1P1 agonist co-added at EC20, 2 nM; 100% = saturating reference agonist, 0% = basal | activation, % at 9.5 µM | actives 0.57% (n = 56,000) | P21453;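 active means activation above a cutoff set at the mean activation of all tested compounds plus 3 SD, cut at about 54% in these data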;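 further: forskolin at 4 µM as EC80 and the EC20 agonist is SEW2871; 100% = SEW2871 at its EC100 plus forskolin at EC80; some compounds past the cut are filed as inactive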
# S1P3 ag: S1P3 (human) receptor agonism. S1P3 NFAT-BLA reporter cells, FRET ratio; relative to 1 µM S1P, basal subtracted. activation, % at 4.5 µM. actives 0.1% (n = 60,000). AID 373;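 active means activation above the screen-wide mean plus 3 SD, cut at about 4.5% in these data, passing the limit was not always enough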; further: some compounds called inactive have numbers as strong as hits
#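 Benchmarks: high control 1 µM S1P / System: stable CHO line with human S1P3, Gα16, NFAT-BLA reporter / Dosing: single compound concentration, 4.5 µM final / Timing: 4 h compound at 37 °C, 2 h substrate at RT / Measured by: FRET β-lactamase substrate fluorescence, excitation 405 nm, 460/535 nm emission ratio, background-subtracted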
# HTR1E agonist: activates the human 5-HT1E serotonin receptor | P28566 | CHO 5-HT1E Ga15 NFAT-bla reporter, FRET; 0% DMSO wells, 100% control agonist wells | activation, % at 6 µM | actives 0.69% (n = 65,000);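 active means activation above a set limit, the screen-wide mean activation plus 3 SD, cut at about 8.5% in these data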;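 further: 100% = positive control agonist at 1 µM giving full maximal response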
# M1 antagonist: blocks the rat M1 muscarinic receptor response to acetylcholine. CHO-M1 cells, Fluo-4 calcium, ACh EC80 antagonist mode; hits give low values. B-score at 10 µM. actives 3.4% (n = 64,000). AID 628;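 active means calcium fluorescence response, raw or row-and-column corrected B-score, differing from the plate sample mean either way at a set confidence level, mostly lower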
# Target sequence (P08482 whole entry, looked up): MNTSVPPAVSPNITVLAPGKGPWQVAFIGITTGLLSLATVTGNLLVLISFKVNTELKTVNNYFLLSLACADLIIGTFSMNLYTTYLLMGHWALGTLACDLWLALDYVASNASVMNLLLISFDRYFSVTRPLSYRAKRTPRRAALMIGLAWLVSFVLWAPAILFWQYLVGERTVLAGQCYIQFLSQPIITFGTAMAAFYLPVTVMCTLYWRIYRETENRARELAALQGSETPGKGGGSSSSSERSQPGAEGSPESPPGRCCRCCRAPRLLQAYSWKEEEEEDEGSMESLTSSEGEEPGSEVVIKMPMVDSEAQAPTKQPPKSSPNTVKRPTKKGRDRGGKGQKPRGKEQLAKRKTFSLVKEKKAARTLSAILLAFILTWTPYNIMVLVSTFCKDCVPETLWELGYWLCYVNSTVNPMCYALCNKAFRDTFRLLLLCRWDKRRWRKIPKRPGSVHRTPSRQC
# Jurkat tox 60K: cytotoxicity toward Jurkat cells; Jurkat E6.1 viability, ATP luminescence, 48 h; actives 1.2% (n = 56,000); inhibition, % at 4 µM;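 active means inhibition above the mean inhibition of all tested compounds plus 3 SD, cut at about 28% in these data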
# Active calls of the source: *; / = not tested or not shown.
SMILES,5HT1a antag,5HT1E antag,HTR1A agonist,M1 ag,S1P1 ag-PAM,S1P3 ag,HTR1E agonist,M1 antagonist,Jurkat tox 60K
CCCn1cc(NC(=O)C2CC(c3cccc(Br)c3)=NO2)cn1 (configuration not stated),7,8,-2.0,-1,/,-1.7,-1.3,-0.12,4
C=CCOc1ccc(/C(O)=C2/C(=O)C(=O)N(CCCn3ccnc3)C2c2cccs2)cc1 (configuration not stated),-1,-2,-0.1,1.1,1,-0.6,0.7,0.51,-6
Cc1cccc(-n2nc3c(c2NC(=O)c2ccc(S(=O)(=O)N4CCOCC4)cc2)CSC3)c1C,-15,2,2.9,0.19,/,/,-0.7,0.37,/
Cc1cc(NS(=O)(=O)c2ccc(NC(=O)c3cnc4scc(C)n4c3=O)cc2)nc(C)n1,8,1,-2.2,0.61,5,-0.7,0.3,1,-6
CCC(C)Sc1nc2c(c(=O)[nH]c(=O)n2C)n1C (configuration not stated),5,16,-2.3,-0.9,-22,-1.1,-2.0,0.25,13
Cc1nn(C)c(C)c1S(=O)(=O)N1CCCC(C(=O)NCCc2ccc(Cl)cc2)C1 (configuration not stated),0,0,-4.1,-0.94,0,-0.6,0.3,0.026,3
Cc1cnc(Nc2nc3ccccc3o2)nc1C(=O)Nc1cccc(C(F)(F)F)c1,7,-10,-4.0,-0.59,-3,-0.5,0.4,-0.23,-12
CCS(=O)(=O)Nc1ccc(-c2nnc(SCC(=O)c3cccc(OC)c3)o2)cc1,-3,3,2.4,-0.23,7,-0.2,-0.3,0.64,2
Cc1ccccc1NC(=O)c1c(O)c2cccc3c2n(c1=O)CC3,-27,-9,-4.5,-0.68,-22,-0.7,-0.5,0.78,-3
CC(C)(C)c1ccc(NC(=O)CC2(C(F)(F)F)OCCO2)cc1,-2,2,-1.4,0.47,6,0.2,-0.6,0.042,5
CC(=O)OCC(=O)c1ccc2ccn(C(C)=O)c2c1,2,-5,-2.4,1.1,9,-0.2,0.0,-0.069,-6
Cc1n[nH]c(=O)nc1NCC1CCCO1 (configuration not stated),-15,-8,0.1,0.28,/,-0.2,0.6,0.62,-5
N=c1sccn1CC(=O)Nc1ccc2c(c1)CCC2,24,3,-3.4,0.85,10,1.0,0.0,-0.054,-7
O=C(CN1CCN(c2ccccc2)CC1)Nc1ccc(-n2cnnn2)cc1,5,6,-0.8,51*,-6,0.1,-1.0,-0.44,-4
CCn1c(SCC(=O)N2CCc3ccccc3C2)nc2c1c(=O)n(C)c(=O)n2C,-12,-1,0.1,-0.97,-2,0.7,0.5,-1.8,2
Cc1nc2ccccc2c2c1C(=O)N(C)C2=O,-16,-11,-1.1,-0.24,-28,-0.8,-0.4,-0.022,2
CCN(C(=O)COC(=O)c1c(-c2ccccc2)noc1C)C1CCS(=O)(=O)C1 (configuration not stated),-6,-10,0.4,-0.34,0,0.7,0.0,0.012,-7
COC(=O)C1(C(F)(F)F)N=C(N(C)C)OC(N(C)C)=N1,-5,-21,-2.1,-0.15,-43,1.8,-1.0,-0.7,1
CS(=O)(=O)N(CC(=O)O)c1cccc(Cl)c1,10,13,-3.1,-0.55,/,-1.8,-1.1,1.4,8
Cc1cccc(OCCNc2nc3c(c(=O)n(C)c(=O)n3C)n2C)c1,-15,-4,-0.5,-0.013,-10,0.5,0.8,1.1,-4
CC(=O)NC(=O)NC1CSCC1OC(C)=O (configuration not stated),-4,0,-1.1,-0.071,14,-1.1,0.0,0.35,1
O=C(Nc1ccc(S(=O)(=O)N2CCCC2)cc1)C1COc2ccccc2O1 (configuration not stated),-30,-8,3.7,-0.26,6,1.1,0.5,-0.19,-5
O=C(CN1CCC(NC(=O)c2ccccc2)CC1)NCc1ccccc1F,3,-5,-2.0,-0.063,-6,-0.7,0.0,0.34,5
COc1cccc(C2NC(=O)NC(C)=C2C(=O)Nc2cc(OC)ccc2OC)c1 (configuration not stated),2,-24,3.0,-0.01,-2,-0.7,0.8,0.29,-8
CN(Cc1nc2ccccc2n1C)S(C)(=O)=O,10,0,-0.5,-0.52,-8,-0.8,-0.4,-0.51,-5
CS(=O)(=O)N(CC(=O)NCCSc1ccccc1)c1ccc2c(c1)OCO2,-6,11,-1.7,0.075,/,-0.7,-0.3,0.92,3
Cn1c(SCC2CCCO2)nnc1-c1ccncc1 (configuration not stated),-8,-6,0.6,-0.28,13,-0.5,-0.7,0.64,-6
Cc1nc2ccc(S(=O)(=O)NC(C(=O)Nc3nccs3)C(C)C)cc2s1 (configuration not stated),-1,-5,-2.1,0.81,-13,3.2,0.2,-0.083,0
COc1ccccc1Nc1nc(N)nc(CSc2nncn2C)n1,5,-2,-1.4,0.4,/,/,2.6,0.24,/
COCCN(C(C)=O)c1nnc(-c2cnccn2)s1,0,2,0.4,0.15,-17,-0.9,0.3,-0.14,-2
O=C(CSc1nc(-c2ccccc2)cc(=O)[nH]1)NCc1ccc2c(c1)OCO2,-1,-2,-1.8,-0.31,/,-0.3,0.6,0.0086,6
CCOC(=O)CSC1=C(C#N)C(=O)NC(c2ccc(OC)c(OC)c2)S1 (configuration not stated),/,-2,-2.1,-0.51,4,-1.2,0.6,0.59,/
Cc1cc(C(=O)CN2CC(C)OC(C)C2)c(C)n1-c1ccccc1 (configuration not stated),11,8,-0.1,-1.2,-22,-0.5,-0.9,-0.76,8
CC(=O)Nc1ccc(S(=O)(=O)N2CCN(C(=O)N3CCOCC3)CC2)cc1,0,0,-1.3,1.4,-16,0.7,-0.6,0.067,4
O=C(O)c1cccc(Nc2nc(N3CCOCC3)nc(N3CCOCC3)n2)c1,-1,5,-1.7,-0.61,17,-1.7,-1.6,-0.087,3
COc1ccccc1NC(=O)CSc1nc(O)cc(=O)[nH]1,2,4,-1.1,0.18,0,-0.1,1.2,-0.96,-5
O=C(c1cc2ccccc2o1)n1nnc2ccccc21,-6,-12,-3.2,-0.076,-7,-0.2,-0.4,-0.041,-7
COC(=O)c1[nH]c2ccc(C)cc2c1NC(=O)C1=COCCO1,-6,-1,-2.6,-0.033,-7,-0.5,-0.9,0.012,-1
Cc1cc(=O)oc(C)c1C(=O)NCCCN1CCN(c2ccccc2F)CC1,77*,24,0.9,-0.27,/,/,28*,-1.9,/
Cc1nn(-c2ccc(F)cc2)c2nc(N)c(C#N)c(-c3cccs3)c12,29,36*,3.4,-0.014,24,-0.2,-1.7,-0.82,3
CS(=O)(=O)Nc1ccccc1C(=O)c1ccccc1,-7,3,-3.1,0.063,-10,-1.0,-0.5,0.00052,-2
CCn1cc(C(=O)Nc2cccc(C(=O)OC)c2)c(=O)c2ccc(C)nc21,-8,-10,-4.5,-0.19,-3,-0.9,1.0,-0.38,0
COc1cc(C(=O)Nc2nncs2)cc(OC)c1OC,-14,-4,0.2,/,-26,0.0,0.1,/,5
CCC(c1nnnn1Cc1ccc2c(c1)OCO2)N1CCN(c2ccccc2)CC1 (configuration not stated),39,14,0.4,-0.064,8,-0.1,-1.9,-0.36,5
CC(=O)c1ccc(OC(=O)c2cccs2)cc1,-8,4,-2.5,0.41,-10,-0.9,-0.4,0.67,-5
O=C(O)CSCC(=O)NCc1ccccc1,-6,-4,-1.9,0.024,5,0.2,-0.9,0.92,4
COc1ccc(OC)c(C(=O)c2coc3ccc(O)cc23)c1,13,2,-3.9,-0.05,7,-1.3,0.3,0.027,-8
O=C1CCc2cc(S(=O)(=O)N3CCC(C(=O)NC4CCCc5ccccc54)CC3)ccc2N1 (configuration not stated),6,-4,-3.4,0.69,-8,-0.4,1.2,0.27,7
Cn1cccc1C(C(=O)NC1CCCCC1)N(C(=O)Cc1cccs1)C1CC1 (configuration not stated),6,-6,-4.2,-0.039,7,-0.5,-0.1,-0.3,-5
O=S(=O)(Nc1ccc2c(c1)OCCO2)c1ccc2oc3ccccc3c2c1,17,5,-1.4,0.29,72*,0.4,0.3,-0.012,0
C=C(C)c1cccc(C(C)(C)NC(=O)N2CCN(c3ncccn3)CC2)c1,15,5,-0.2,0.021,13,-0.9,-0.1,-0.0083,4
O=C(O)CSCCC(=O)Nc1ccc(F)cc1,6,2,0.0,-0.04,/,/,-0.4,-0.7,/
COCCCNC(=O)c1cccc(OC)c1OC,-2,-7,-1.7,-0.25,/,0.1,-0.4,0.4,-5
Cc1ccc2c(c1)c1c3n2CCN(C(=O)Cn2c(-c4ccccc4)noc2=O)C3CCC1 (configuration not stated),-14,2,-0.4,-0.36,8,-0.9,0.1,0.032,-3
O=C(COc1ncnc2ccccc12)c1ccc2c(c1)OCCO2,-3,-7,-2.5,-0.038,-12,-0.2,0.2,0.72,5
CCCN1CCN(C(=O)c2cn(CC(C)C)c(=O)c3cc(OC)c(OC)cc23)CC1,-7,4,2.8,0.27,/,/,0.0,-0.031,/
Cc1cccc(NC(=O)C(C)Oc2ccccc2C)n1 (configuration not stated),-2,3,-1.8,0.12,-24,-0.8,0.3,-0.024,2
Cc1cccc(N(C(=O)c2cnc3n(c2=O)CCS3)C2CCCCC2)c1,4,4,-2.1,0.012,12,-0.2,0.5,-0.69,-2
O=C(CNC1CCCCCC1)Nc1ccc(S(=O)(=O)NC2CC2)cc1,-6,-15,-3.5,-0.96,-8,-0.6,-1.0,-4.8*,6
CC(=O)COc1cc(C)cc2oc(=O)c(C)c(C)c12,-5,5,-2.5,-0.25,-15,-0.8,-0.8,-0.76,14

# Fetched by structure from the list above (three):
SMILES,5HT1a antag,5HT1E antag,HTR1A agonist,M1 ag,S1P1 ag-PAM,S1P3 ag,HTR1E agonist,M1 antagonist,Jurkat tox 60K
Cn1cccc1C(C(=O)NC1CCCCC1)N(C(=O)Cc1cccs1)C1CC1 (configuration not stated),6,-6,-4.2,-0.039,7,-0.5,-0.1,-0.3,-5
Cc1cccc(N(C(=O)c2cnc3n(c2=O)CCS3)C2CCCCC2)c1,4,4,-2.1,0.012,12,-0.2,0.5,-0.69,-2
COc1cc(C(=O)Nc2nncs2)cc(OC)c1OC,-14,-4,0.2,/,-26,0.0,0.1,/,5

# (listing goes on)
SMILES,5HT1a antag,5HT1E antag,HTR1A agonist,M1 ag,S1P1 ag-PAM,S1P3 ag,HTR1E agonist,M1 antagonist,Jurkat tox 60K
N#CCCN(C(=O)COC(=O)c1ccc2c(c1)NC(=O)CS2)c1ccc2c(c1)OCCO2,11,1,-0.2,0.061,-5,0.1,0.5,-0.45,-5
Cc1nc(Nc2ccc3c(c2)OCCO3)c2nnn(Cc3ccccc3Cl)c2n1,19,1,1.5,2,-6,-1.2,1.3,0.79,8
Cc1nnc(NC(=O)c2ccc(S(=O)(=O)N3CCCCCC3)cc2)o1,5,-3,-1.9,-0.066,11,-1.0,0.0,-0.7,9
Cc1ccc(S(=O)(=O)NCCCCCC(=O)Nc2nccs2)cc1,-14,1,-1.1,-1.6,-1,-0.3,0.2,-0.021,-3
OC1(c2ccc(F)cc2)CCN(Cc2ccccc2)C1 (configuration not stated),11,-7,-1.6,-0.49,-10,-0.7,0.6,-0.053,2
O=C(CN1CCOCC1)Nc1cccc(C(=O)Nc2cccc(C(F)(F)F)c2)c1,12,0,-0.7,-1,21,1.4,0.0,-0.16,-1
O=S(=O)(c1ccc(Cl)cc1)N1CCN(c2ccc(N3CCOCC3)nn2)CC1,0,-3,0.1,-0.25,/,-0.7,1.3,-0.043,0
